Source: PubChem
Growth percent in the NCI-60 one-dose screen (48 h, 10 µM unless noted): 100 = growth as untreated, 0 = no growth, -100 = all killed.
SN12C – SN12C renal cancer cells; 81,000 tested, 3.8% active; AID 1794767
SF-539 – SF-539 CNS cancer. 81,000 tested, 6.8% active
786-0 – 786-0 renal cancer cells; 81,000 tested, 5.1% active
U251 – U251 CNS tumor cells; AID 1794753; 80,000 tested, 5.4% active
DU-145 – DU-145 prostate cancer. 81,000 tested, 4.2% active. AID 1794760
SF-295 – SF-295 CNS cancer cells; 79,000 tested, 5.6% active; AID 1794758
SF-268 – SF-268 CNS cancer cells; 82,000 tested, 3.1% active
PC-3 – PC-3 prostate cancer cells | 80,000 tested, 3.9% active
UO-31 – UO-31 renal cancer. 81,000 tested, 5.2% active. AID 1794768
* marks the source's active call; other numbers are inactive results; nt = no result given; & = joins results of further samples. How the source made its calls: active means growth percent below 10; inactive means the rest.

SMILES	SN12C	SF-539	786-0	U251	DU-145	SF-295	SF-268	PC-3	UO-31
CC1(C)OC2OC(C3COC(=O)O3)C(O)C2O1 (stereo unspecified)	96.7	98.9	99.9	100.1	108.9	110.6	98.0	84.0	92.9
Oc1ccc2c(c1)CCc1ccccc1-2	106.6	89.9	88.1	95.9	109.0	96.3	92.1	99.2	90.3
COc1ccc(-c2cc(-c3cccnc3)nc(SCC(=O)Nc3ccccc3)c2C#N)cc1OC	104.2	91.1	102.6	98.1	102.8	107.0	96.3	97.8	73.6
Nc1nc(-c2cc(-c3ccco3)nc(N)n2)cc(-c2ccco2)n1	97.0	103.3	106.4	102.4	106.4	101.0	98.0	100.0	nt
c1ccc2cc(-c3n(Cc4ccc5ccccc5n4)c4ccccc4[n+]3Cc3ccc4ccccc4n3)ccc2c1	0.5*	0.3*	5.1*	-7.5*	13.3	-13.7*	-3.1*	0.5*	-14.3*
CN1C(=O)N(c2ccccc2)C2N=c3s/c(=C4\C(=O)Nc5ccccc54)c(=O)n3NC21 (stereo unspecified)	98.3	96.4	102.0	99.6	110.4	101.8	95.8	93.5	76.9
Cn1c(C(=O)c2cccc3ccccc23)nc2ccccc21	11.8	-1.5*	5.8*	5.7*	18.3	nt	2.0*	27.7	-21.3*
COc1ccccc1-[n+]1cc(-c2ccc(-c3ccc(S(C)(=O)=O)cc3)cc2)n2c1CCCCC2	93.6	99.8	105.0	77.3	103.4	107.2	100.7	91.1	91.9
CCOC(=O)CNC(=O)CCCCSc1ncnc2nc[nH]c12	99.0	91.2	97.9	106.3	112.9	126.8	112.9	91.0	96.5
COc1ccc(C(C(N)=O)N2CCCCC2)cc1 (stereo unspecified)	98.7	103.7	97.6	101.6	105.7	92.3	102.0	102.5	81.2
O=C1OCCCCCCCCCC#Cc2ccccc21	113.2	104.5	102.6	114.6	115.9	151.4	182.0	nt	nt
NCc1ccccc1Br	104.0	96.5	92.1	89.4	108.4	97.7	93.6	98.0	78.6
N#CC1=C(N)Oc2c(cnn2-c2ccc([N+](=O)[O-])cc2[N+](=O)[O-])C1c1ccc(N2CCCCC2)cc1 (stereo unspecified)	86.6	86.1	94.6	99.9	91.4	79.4	90.2	64.0	56.7
COC(=O)c1ccc(C(=O)Nc2cccc(-c3cc(=O)c4c(OC)c(OC)c(OC)cc4o3)c2)cc1	90.1	78.6	96.0	90.8	111.4	96.5	103.9	85.1	74.1
Cc1ccc(S(=O)(=O)Oc2ccc(NC(=O)c3ccc(Cl)cc3)cc2)cc1	96.1	93.7	91.1	97.1	105.3	93.4	94.4	93.2	91.6
COC(=O)/C=C/c1ccccc1[N+](=O)[O-]	108.1	100.0	106.8	104.8	108.7	114.5	102.6	89.4	98.9
O=C(CN1C=NC2C(N3CCOCC3)=NC=NC21)c1ccc(Br)cc1 (stereo unspecified)	98.3	100.2	102.9	99.8	107.5	97.9	98.9	95.5	78.6
CCC(OC(C)=O)c1ccc2c(c1)OCO2 (stereo unspecified)	102.0	99.2	105.5	103.5	106.2	101.2	106.9	95.9	96.7
Cc1ccc(N=C=C(c2ccccc2)c2ccccc2)cc1	79.2	91.0	70.1	81.5	108.1	98.0	93.5	66.9	80.3
CC1(C)CC2C3=CCC4[C@@]5(C)CCC(=O)C(C)(C)C5CC[C@@]4(C)[C@]3(C)CC[C@@]2(C(=O)O)[C@H](O)C1 (stereo partly specified)	94.6	98.1	96.7	92.3	100.5	104.9	96.4	78.0	77.4
Oc1cccc(O)c1O	93.6	102.1	95.0	93.8	98.1	103.8	98.4	92.4	91.4
FC(F)(F)c1ccc(Cn2cc(CSc3nc4ccccc4o3)nn2)cc1	105.9	90.7	94.5	100.4	93.1	90.5	89.7	104.5	83.5
C/C(N)=C(\C#N)C(=O)c1ccccc1	106.4	103.1	106.1	98.2	110.4	94.1	109.7	98.2	86.4
CCN(CC)CCCNc1cc(OC)c(OC)c2cccnc12	57.3	55.7	43.4	52.6	90.3	79.5	66.1	54.8	46.6
COc1cc2oc(-c3cccc(N)c3)cc(=O)c2c(OC)c1OC	96.6	99.6	94.1	103.0	107.9	93.4	104.3	98.7	80.6
c1ccc2c(-c3nonc3-c3c[nH]c4ccccc34)c[nH]c2c1	97.5	84.7	94.8	97.1	95.0	71.7	83.3	69.6	48.5
O=C(O)CCCl	107.4	99.8	119.9	101.4	113.5	nt	107.8	96.8	97.0
CN(C)C(C)(C)CC(C)(C)C	98.3	94.1	100.2	106.6	99.5	104.2	102.8	nt	76.7
CCNCCNc1cc(-c2ccc(F)cc2)c(C#N)c2nc3ccccc3n12	70.9	-88.4*	57.9	17.1	46.4	38.5	53.8	42.1	39.9
O=C(Nc1ccccc1O)c1ccc(CNC(=O)c2ccsc2Nc2ccnc(C(F)(F)F)c2)cc1	45.9	42.4	42.8	1.4*	30.6	2.4*	40.2	14.5	19.1
CCN(CC)CCOc1cccc2c1C(=O)c1cccc(OCCN(CC)CC)c1C2=O	27.5	37.3	38.6	24.8	27.1	32.5	40.8	32.2	41.0
CC(=O)Nc1ccc2ccccc2c1[N+](=O)[O-]	99.1	90.1	86.4	92.9	106.5	94.1	100.0	96.0	105.4
CN1C=Nc2c(ncn2C2CCC(CO)O2)C1O (stereo unspecified)	109.4	105.0	105.9	98.7	107.9	105.2	91.8	92.9	81.9
O=C(NN1C(=O)/C(=C/C=C/c2ccc([N+](=O)[O-])o2)SC1=S)c1cccc(O)c1	-99.8*	-100.0*	-91.5*	-96.2*	-99.2*	-40.1*	-91.3*	-40.2*	-98.6*
CCOC(=O)c1nc(Nc2ccc(NC(=O)Nc3cccc(C)c3)cc2)c2ccccc2n1	95.0	76.1	101.8	75.7	108.8	96.8	91.0	88.9	67.9
CCC(CC)N1C(=O)/C(=c2\sc3n(c2=O)C2C(NN=3)N(CC)C(=O)N2CC)c2ccccc21 (stereo unspecified)	18.2	3.3*	34.9	27.1	7.4*	7.6*	35.7	33.7	39.8
CCOC(=O)C(=NNc1ccccc1)C(=O)OCC	99.0	100.8	99.6	100.0	107.5	102.8	104.0	96.3	90.3
Clc1ccccc1-c1nnc(-c2nc3ccccc3nc2Cl)o1	91.6	98.1	104.1	101.0	85.7	106.6	93.3	86.0	97.0
CO/N=C(/C)c1ccc(NC(=O)CSc2nnc(-c3cnccn3)n2-c2ccccc2)cc1	93.3	93.9	92.3	89.2	105.8	89.2	97.4	66.5	73.4
Clc1ccc(C2=NN(c3ccccc3)C(c3sc(Cl)nc3Cl)C2)cc1 (stereo unspecified)	73.9	96.9	83.4	76.1	92.7	91.8	87.7	94.6	76.7

10 compounds from above, sorted by length of the SMILES, low to high:
SMILES	SN12C	SF-539	786-0	U251	DU-145	SF-295	SF-268	PC-3	UO-31
Oc1cccc(O)c1O	93.6	102.1	95.0	93.8	98.1	103.8	98.4	92.4	91.4
CN(C)C(C)(C)CC(C)(C)C	98.3	94.1	100.2	106.6	99.5	104.2	102.8	nt	76.7
C/C(N)=C(\C#N)C(=O)c1ccccc1	106.4	103.1	106.1	98.2	110.4	94.1	109.7	98.2	86.4
CCOC(=O)C(=NNc1ccccc1)C(=O)OCC	99.0	100.8	99.6	100.0	107.5	102.8	104.0	96.3	90.3
CC(=O)Nc1ccc2ccccc2c1[N+](=O)[O-]	99.1	90.1	86.4	92.9	106.5	94.1	100.0	96.0	105.4
Clc1ccccc1-c1nnc(-c2nc3ccccc3nc2Cl)o1	91.6	98.1	104.1	101.0	85.7	106.6	93.3	86.0	97.0
c1ccc2c(-c3nonc3-c3c[nH]c4ccccc34)c[nH]c2c1	97.5	84.7	94.8	97.1	95.0	71.7	83.3	69.6	48.5
CCN(CC)CCOc1cccc2c1C(=O)c1cccc(OCCN(CC)CC)c1C2=O	27.5	37.3	38.6	24.8	27.1	32.5	40.8	32.2	41.0
CCOC(=O)c1nc(Nc2ccc(NC(=O)Nc3cccc(C)c3)cc2)c2ccccc2n1	95.0	76.1	101.8	75.7	108.8	96.8	91.0	88.9	67.9
O=C(Nc1ccccc1O)c1ccc(CNC(=O)c2ccsc2Nc2ccnc(C(F)(F)F)c2)cc1	45.9	42.4	42.8	1.4*	30.6	2.4*	40.2	14.5	19.1

The list goes on.
SMILES	SN12C	SF-539	786-0	U251	DU-145	SF-295	SF-268	PC-3	UO-31
C=CC(=O)Nc1ccc(C(=O)/C=C/c2ccc(N(C)CCF)cc2)c(O)c1	-60.2*	-81.5*	-42.2*	-94.7*	-51.2*	-4.6*	-19.7*	6.5*	-96.6*
CC(C)(C)NCCC(O)c1cc(C(F)(F)F)nc2c(C(F)(F)F)cccc12 (stereo unspecified)	84.7	75.1	80.3	54.3	73.6	nt	71.0	55.3	45.7
CCOC(=O)C(C#N)C(=N)C1CC(C)(C)OC1=O (stereo unspecified)	nt	108.5	101.7	99.6	117.4	nt	110.5	108.6	95.8
COc1ccccc1NC(=O)N1CCN(C)CC1	111.1	90.6	102.0	100.7	108.4	102.4	107.0	100.0	89.4
CN(C)c1ccc2nc3ccc(=[N+](C)C)cc-3oc2c1	-39.7*	7.1*	66.1	-29.1*	59.0	50.3	-17.5*	11.4	65.1
CCCn1c(=N)c(S(=O)(=O)c2ccccc2)cc2c(=O)n3ccccc3nc21	94.8	94.2	90.6	92.4	98.1	98.0	89.3	98.3	61.4
O=C1c2cccc3c(N4CCN(Cc5ccccc5)CC4)ccc(c23)C(=O)N1c1cccc(-c2nn(-c3ccccc3)cc2-c2nc3ccccc3s2)c1	101.1	97.0	101.2	105.5	118.9	106.9	108.0	88.1	68.8
Cc1cc(C)nc(N)n1	92.9	103.0	109.7	105.4	111.3	122.8	101.2	122.4	91.8
COc1ccc(C(Cc2ccccc2)C(=O)O)cc1OC (stereo unspecified)	93.5	103.5	99.5	96.8	103.9	100.0	102.0	95.9	92.9
O=C(O)c1cn(C2CC2)c2cc(N3CCN(CCN4CCOCC4)CC3)c(F)cc2c1=O	98.0	101.9	97.6	104.5	124.4	102.8	107.4	89.5	79.4
CCc1ccc(-c2ccc(N(C)Cc3ccccc3)nn2)cc1S(N)(=O)=O	104.0	103.5	98.3	101.2	128.1	nt	94.3	101.3	90.5
O=C(O)c1ccc(-n2cc(CNc3ccc(Br)cc3)c(-c3ccc(O)cc3)n2)cc1	100.9	101.0	101.6	100.0	105.0	98.5	94.8	110.6	82.4
O=C(Nc1ccc(Oc2ncnc3scc(Nc4n[nH]c(=S)s4)c23)cc1)C1(C(=O)Nc2cccc(C(F)(F)F)c2)CC1	107.6	96.1	106.8	110.3	106.0	108.3	102.2	103.2	69.4
COc1cc(C)cc2oc3oc(=N)c(C(=O)c4ccccc4)cc3c(=O)c12	101.0	96.4	106.4	106.5	110.8	106.4	94.4	102.8	79.3
C[C@@H]1CC[C@@H]2[C@@H]1[C@H](OC(=O)/C=C/c1ccccc1)[C@]1(C3CCCCC3)C[C@@H](OC(=O)CO)[C@@]2(C)O1	16.6	89.6	73.2	nt	81.5	87.5	32.1	22.8	-51.7*
CCNc1nnc(COc2ccc3c(C)c(C)c(=O)oc3c2)s1	91.1	101.2	97.3	84.9	103.3	72.7	102.2	60.6	89.5
CCN(CC)CCSC(=O)C(O)(c1ccccc1)C1CCCC1 (stereo unspecified)	99.8	110.3	169.1	108.1	95.6	113.3	91.3	96.9	78.1
CN(C)c1ccc(Cc2cc(-c3ccc(Cl)c(Cl)c3)n[nH]c2=O)cc1	99.3	98.4	99.8	97.8	105.9	103.3	95.0	94.5	66.2
O=C1/C(=C/c2cnc(CO)s2)SC(=S)N1Cc1ccccc1	107.0	95.1	88.7	96.9	93.7	95.7	93.3	101.2	92.1
CC(C(=O)O)c1ccc2c(c1)Cc1ccccc1-2 (stereo unspecified)	101.8	96.4	92.1	110.2	111.5	97.4	105.0	98.3	81.0
CCn1c(Sc2nnc(Nc3ccc(F)cc3)s2)nc2c1c(=O)n(C)c(=O)n2C	96.9	91.3	98.2	113.6	108.3	101.2	107.9	101.1	79.6
Cc1[nH]c(C(=O)Nc2ccc(C(N)=O)c(OC(C)C)c2)c(Cl)c1Cl	102.1	96.6	94.6	94.7	109.6	104.4	108.8	88.7	89.6
C[C@@]1(C(=O)O)CC2C=CC1C2 (stereo partly specified)	106.2	111.7	112.7	112.1	129.2	114.1	128.3	103.4	97.4
OCc1ccccc1O	105.4&93.6	104.0	104.6&98.9	98.7&93.1	110.9&105.1	104.7&103.8	100.2&105.1	91.0&97.4	91.4
Nc1ccc2c3c(cccc13)C(=O)OC2=O	92.4	98.5	104.9	107.6	121.7	98.3	111.2	96.0	55.6
CCOC(=O)C1(NC(=O)C(C)NC(C)=O)CCCC1 (stereo unspecified)	110.0	93.1	99.5	107.4	114.3	106.7	108.0	104.4	91.8
CCCC[n+]1c(/C=C\c2c(OC)cc(OC)cc2OC)ccc2ccccc21	3.6*	10.3	21.5	nt	23.0	-74.7*	22.0	2.9*	1.5*
CCOC(=O)c1c(NCC(=O)Nc2ccccc2)sc(C(C)=O)c1C	106.9	99.5	97.5	97.9	106.9	92.0	104.9	97.1	83.3
Cc1[nH]c2ccccc2c1C1c2ccccc2C=CN1C(=O)C(C)(C)C (stereo unspecified)	92.6	100.8	99.4	111.2	107.2	106.3	98.2	97.5	78.0
COc1cc(/C=C/C(=O)c2cc(OC)c(OC)c(OC)c2)ccc1Oc1nc(NCCO)nc(N2CCOCC2)n1	9.5*	-5.5*	-5.3*	-36.9*	12.6	12.6	9.8*	37.7	20.9
